MLLE-PAM2 inh – inhibitors of PABP1 MLLE–PAM2 peptide binding, primary screen, biochemical, fluorescence polarization, FITC-PAM2, GST-MLLE. inhibition, % at 20 µM. 360,000 compounds, 0.36% hits. AID 588489, 2011. Polyadenylate-binding protein 1 (Homo sapiens), P11940; in the data active = inhibition above about 35%, passing the limit was not always enough;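 note: plate controls were DMSO wells with GST-MLLE for no effect and wells lacking GST-MLLE protein for full effect; some results filed as inactive read as strong as hits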
CSN inh – inhibitors of CSN-mediated cullin deneddylation, primary screen, biochemical, fluorescence polarization, uHTS; Purified CSN, SCF-Nedd8-OG deneddylation; inhibition, % at 12.5 µM; 360,000 compounds, 0.38% hits; COP9 signalosome complex subunit 5 (Homo sapiens), Q92905;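 active = pattern-corrected inhibition above about 35%, with an unprinted fluorescence ratio check between 0.5 and 1.5, limit read from the data, passing the limit was not always enough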;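 note: 0% = enzyme with substrate and 100% = substrate without enzyme; some results filed as inactive read as strong as hits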
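Assay system: HEK293T-derived human Csn5 enzyme; quantity: 0.24 nM enzyme; medium: Tris/NaCl/DTT buffer, pH 7.5; also added: substrate SCFSkp2-Nedd8OG, 10 nM; doses: 12.5 µM compound; schedule: 90 min reaction at room temperature; signal: FP; read-out: % inhibition of substrate cleavage by Csn5; benchmarks: substrate-only high control, full reaction low control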
Rpn11 inh – Rpn11 (PSMD14) deubiquitinase inhibitors, primary screen, biochemical, fluorescence polarization, uHTS. calls only at 20 µM. human 26S proteasome, Ub4-pepOG fluorescence polarization; 20S core pre-blocked with epoxomicin. AID 588493, 2011. 360,000 compounds, 0.59% hits;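 active = inhibition at 20 µM, scaled to each plate's controls, above about 33%, limit read from the data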
Target sequence (O00487 whole entry, looked up): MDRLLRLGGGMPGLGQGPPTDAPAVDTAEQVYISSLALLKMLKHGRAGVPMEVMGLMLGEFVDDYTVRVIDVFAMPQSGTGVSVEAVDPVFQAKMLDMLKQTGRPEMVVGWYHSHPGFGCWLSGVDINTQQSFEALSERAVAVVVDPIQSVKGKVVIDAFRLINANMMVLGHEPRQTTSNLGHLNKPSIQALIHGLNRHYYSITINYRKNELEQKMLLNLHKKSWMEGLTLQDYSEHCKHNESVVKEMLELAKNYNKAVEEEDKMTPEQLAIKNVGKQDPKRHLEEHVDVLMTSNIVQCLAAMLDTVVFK
E coli Lon inh – inhibitors of E. coli Lon protease, primary screen, biochemical, fluorescence polarization. inhibition, % at 7.94 µM. 360,000 compounds, 0.42% hits. P0A9M0. purified E. coli Lon protease; in the data active = inhibition above about 13%, passing the limit was not always enough;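 note: 0% = enzyme with probe and DMSO and 100% = no enzyme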
Target sequence (P0A9M0 whole entry, looked up): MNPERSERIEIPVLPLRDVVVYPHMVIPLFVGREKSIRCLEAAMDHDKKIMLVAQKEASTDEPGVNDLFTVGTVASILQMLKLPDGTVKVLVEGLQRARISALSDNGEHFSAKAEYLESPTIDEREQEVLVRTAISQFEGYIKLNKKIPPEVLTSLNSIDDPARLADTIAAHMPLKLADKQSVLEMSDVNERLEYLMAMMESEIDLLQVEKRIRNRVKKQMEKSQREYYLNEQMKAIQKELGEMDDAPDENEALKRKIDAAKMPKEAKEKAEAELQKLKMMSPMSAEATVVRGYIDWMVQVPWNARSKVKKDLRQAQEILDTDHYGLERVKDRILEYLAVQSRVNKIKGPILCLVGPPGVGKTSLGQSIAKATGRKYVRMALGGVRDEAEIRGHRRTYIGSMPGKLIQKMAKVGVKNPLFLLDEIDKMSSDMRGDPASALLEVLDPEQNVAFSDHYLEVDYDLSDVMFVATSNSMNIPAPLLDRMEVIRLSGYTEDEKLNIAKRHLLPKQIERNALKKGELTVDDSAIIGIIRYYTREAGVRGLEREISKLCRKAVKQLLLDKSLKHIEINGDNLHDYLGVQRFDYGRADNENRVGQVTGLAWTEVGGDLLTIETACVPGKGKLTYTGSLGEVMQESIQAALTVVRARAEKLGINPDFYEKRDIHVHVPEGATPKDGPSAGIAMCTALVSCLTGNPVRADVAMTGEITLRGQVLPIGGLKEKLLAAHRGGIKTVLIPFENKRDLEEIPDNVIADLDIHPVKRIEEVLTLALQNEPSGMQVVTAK
MsrA inhibitor – bovine MsrA enzyme inhibitors, primary screen, biochemical, absorbance, HTS. Methionine sulfoxide reductase A (Bos taurus). inhibition, % at 15.5 µM. purified bovine MsrA, absorbance read-out. 360,000 compounds, 0.75% hits; in the data active = inhibition above about 4.5%;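 note: 0% = vehicle wells with enzyme and 100% = reference inhibitor wells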
MsrA act – bovine MsrA enzyme activators, primary screen, biochemical, absorbance, HTS | Methionine sulfoxide reductase A (Bos taurus) | 360,000 compounds, 0.3% hits | AID 602163, 2012 | purified bovine MsrA, absorbance read-out | activation, % at 10.6 µM; in the data active = activation above about 7.5%;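 note: 0% = vehicle and 100% = reference activator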
FAS TE block – FAS thioesterase domain inhibitors, primary screen, biochemical, fluorescence intensity, uHTS | Fatty acid synthase (Homo sapiens), P49327 | recombinant FAS-TE, OMFH fluorogenic substrate, fluorescence endpoint | inhibition, % at 15 µM | 360,000 compounds, 0.67% hits | AID 602261, 2012;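 active = compounds whose normalised, plate-corrected inhibition of enzyme fluorescence in the single-dose primary screen is 50% or more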;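 note: 0% = DMSO with enzyme and 100% = substrate without enzyme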
MT1-MMP act inh – blockers of MT1-MMP proenzyme processing, primary screen, HT1080 RFP-PRO-GFP cells, GFP/RFP fluorescence | Matrix metalloproteinase-14 (Homo sapiens), P50281 | GFP/RFP ratio fluorescence, overnight; percent of plate control window, DMSO zero | GFP/RFP ratio change, % at 20 µM | 360,000 compounds, 0.061% hits | AID 651647, 2012;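 active = GFP/RFP ratio change of at least 30% with cell ATP level not reduced by more than half and red fluorescence within 50% of control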; note: strong numbers were not always called active
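Assay system: HT1080 cells carrying an RFP-PRO-GFP reporter | Dosing: Single dose of 20 µM compound, 1% DMSO final | Incubation: Cells overnight before dosing, compound overnight, 37 °C, 5% CO2 | Evaluation: GFP/RFP fluorescence ratio | Control set: DMSO and RFP-L50D-GFP cell wells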
Rin1 Abl inh – inhibitors of Rin1-Abl protein binding, primary screen, biochemical, TR-FRET; inhibition, % at 7.35 µM; 360,000 compounds, 0.4% hits; Tyrosine-protein kinase ABL1 (Homo sapiens) + Ras and Rab interactor 1 (Homo sapiens), …; AID 588664, 2011; in the data active = inhibition above about 5%, passing the limit was not always enough
* marks the source's active call; other numbers are inactive results; i = inactive; / = no result given.

nr	mol	MLLE-PAM2 inh	CSN inh	Rpn11 inh	E coli Lon inh	MsrA inhibitor	MsrA act	FAS TE block	MT1-MMP act inh	Rin1 Abl inh
1	COc1ccc(NC(=S)Nc2ccc3snnc3c2)cc1	26.6	3.0	i	-9.2	0.0	-13.6	13.6	0.2	2.0
2	O=C1CC2(CCN(C(=O)c3cccc(Br)c3)CC2)Oc2ccccc21	3.0	3.0	i	4.8	1.5	-8.4	1.2	3.0	-1.7
3	CCOc1ccc(CCNC(=O)C2=C(C)C(=O)OC23CCC(C)CC3)cc1 (centres undefined)	15.6	8.1	i	-2.4	0.0	-1.5	7.2	-2.5	-1.0
4	C=CCn1c(N)c(C(=O)NCc2cccnc2)sc1=S	34.3	3.1	i	-5.5	3.8	8.8*	1.3	3.4	-1.2
5	CN(C)Cc1ncccc1Oc1nc2cc(-c3cccc(Cl)c3)sc2c(=O)n1C	-12.7	2.8	i	3.6	1.1	-0.4	-5.8	7.2	-1.1
6	CC(=O)c1cccc(NS(=O)(=O)c2cc3c(cc2C)N(C(C)=O)CCO3)c1	0.7	-1.3	i	-0.5	0.7	-1.0	-1.9	-1.1	4.1
7	Cn1nc(C(F)(F)F)c(/C=N/OC(=O)c2ccccc2Cl)c1SCc1ccc(Cl)cc1	5.6	-5.8	i	7.7	-0.6	-5.7	31.4	-5.4	-2.5
8	O=C(CCc1nc(-c2ccccc2)no1)NCC1CCCO1 (centres undefined)	5.6	10.0	i	6.8	-1.6	-5.5	-5.3	0.3	-3.3
9	CCOc1ccccc1NC(=O)C(NC(=O)C1CCC(C)CC1)C(C)C (centres undefined)	10.3	1.5	i	-9.0	-0.4	-4.7	-4.9	5.1	-2.7
10	CCCC(/C=C/c1ccc(OC(C)=O)cc1)=C1/c2ccccc2C(=O)N1c1ccccc1	-5.4	-7.9	i	-2.5	1.6	-0.8	23.6	-3.8	-1.3
11	CCCCSc1nc(C)c(C(C)=O)cc1C#N	21.0	1.0	i	0.2	-0.8	-6.8	34.6	6.0	-4.9
12	O=C(NCCCc1ccccc1)c1cncc(Br)c1	6.7	-1.9	i	-11.7	0.7	-0.4	-0.3	2.5	6.8
13	COc1ccc(NC(=O)CSc2ccccn2)cc1	-6.1	1.4	i	-0.6	0.5	-2.6	-3.0	-4.8	-3.4
14	COc1ccccc1CNC(=O)COC(=O)c1ccc(S(=O)(=O)N2CCCC2)cc1	1.8	-0.4	i	-2.2	-0.4	-0.9	-2.3	-0.9	1.5
15	O=C(c1ccccc1)N(Nc1ccccc1)c1ccccc1	6.3	-2.1	i	-8.7	-0.3	-6.7	-5.0	-4.9	0.8
16	N#CC1=C(N)Oc2cc(O)ccc2C1c1ccncc1 (centres undefined)	0.0	6.8	i	-12.6	0.9	-7.4	-4.3	-61.1	-1.7
17	CCN(CCCNC(=O)C1CCCN(S(=O)(=O)c2cnc[nH]2)C1)c1ccccc1 (centres undefined)	0.7	-4.9	i	-5.6	-0.7	2.7	-7.4	1.8	0.8
18	CCc1ccccc1NC1=NCC(=O)N1Cc1ccc2c(c1)OCO2	3.4	-0.7	i	3.5	0.6	-1.7	3.4	-3.0	-0.7
19	NC(=O)c1nsc(C(=O)N(c2ccc(F)cc2)C(C(=O)NCC2CCCO2)c2ccc3ncccc3c2)c1N (centres undefined)	-3.8	-0.4	i	5.5	0.2	-1.1	-1.4	4.8	-3.4
20	C/C(=N\NC(=O)c1nnn(-c2nonc2N)c1CN(C)c1ccccc1)c1cccc(O)c1	0.4	-0.5	i	-4.1	1.3	-0.9	7.6	-2.3	-7.8
21	CCOc1cc(C(=O)NC2CC(C)(C)NC(C)(C)C2)cc(OCC)c1OCC	-14.0	0.6	i	3.1	-0.7	-10.7	-1.0	1.9	0.9
22	COc1ccc(S(=O)(=O)N2CCCCC2)cc1NC(=O)CSc1ncccn1	-8.2	-2.2	i	-10.2	-0.9	-8.9	-6.7	-0.8	-0.9
23	Oc1cccc(/C=N/N=C/c2cccc(O)c2O)c1O	10.2	11.7	i	-3.7	3.4	-5.1	-3.3	1.3	3.7
24	COc1cccc(CNC(=O)CCNS(=O)(=O)c2ccc3[nH]c(=O)oc3c2)c1	-17.6	6.4	i	16.0	/	-5.8	-7.8	-4.5	3.3
25	O=C1CN(C(=O)COC(=O)/C=C/c2ccc(OC(F)F)cc2)c2ccccc2N1	-6.9	-6.0	i	-2.0	0.0	-10.1	-2.4	1.2	-2.0
26	CCOC(=O)C1CCN(C(=O)CN(C)S(=O)(=O)c2ccc3c(c2)c(=O)n(C)c(=O)n3C)CC1	6.2	-3.4	i	-7.6	-0.5	-2.1	-13.0	-3.5	6.4
27	Cc1cc(S(=O)(=O)NC2CCCCC2)ccc1OCC(=O)NCC1CCCO1 (centres undefined)	4.7	-13.3	i	-1.9	1.4	-4.5	1.4	-2.6	0.9
28	CCN(C(=O)/C=C/c1ccc2c(c1)OCO2)c1ccccc1	1.2	-3.1	i	1.9	1.9	-4.4	-1.5	-4.5	-1.9
29	CCOc1cc(CNC2CCCC2)cc(Cl)c1OCc1ccc(F)cc1	-5.2	-0.7	i	-6.7	-1.3	-4.0	1.8	-14.3	-0.1
30	CC(/C=C1\SC(=S)N(CCC(=O)Nc2ccccc2O)C1=O)=C\c1ccccc1	-50.6	35.7*	/	-90.5	1.1	-3.2	9.5	-5.1	0.2
31	Cc1cc(=O)[nH]c(N/N=C/c2ccc(OC(=O)c3ccco3)cc2)n1	6.0	9.5	i	2.7	-0.5	-2.0	-1.2	-0.2	-0.6
32	CCC(c1nnnn1C(C)(C)CC)N(CCCN1CCOCC1)Cc1cc2cccc(C)c2[nH]c1=O (centres undefined)	4.3	0.9	i	-3.2	0.0	-1.9	-3.9	-1.0	-2.0
33	O=C(Nc1cccc(-c2csc(Nc3ccc(Cl)cc3)n2)c1)c1cccc(C(F)(F)F)c1	28.1	2.8	i	0.2	0.6	-5.4	47.5	12.4	1.0
34	S=c1[nH]nc(COc2ccc(Cl)cc2)o1	-82.8	2.0	i	1.0	-0.3	3.3	-6.9	0.1	-8.2
35	O=c1oc2ccccc2c2oc3cc(O)c(O)cc3c12	18.5	13.4	i	-1.2	0.8	-4.4	12.2	-0.5	-3.1
36	O=C(Nc1nnc([C@H]2C[C@H](O)[C@@H](CO)O2)s1)C(c1ccccc1)c1ccccc1	4.4	-4.0	i	0.7	2.9	-1.3	-7.3	-2.9	4.9
37	COc1ccc2oc(C(=O)OCC(=O)N3CCN(S(=O)(=O)c4ccc(C)cc4)CC3)c(C)c2c1	-3.5	-1.8	i	-5.7	1.0	-2.8	25.1	-2.7	2.9
38	Cc1ccc(C)c(C(=O)CCC(=O)Nc2ccc(N3CCN(C)CC3)cc2C)c1	-3.2	-2.2	i	-14.4	-0.4	0.1	4.0	-2.6	2.5
39	Cc1ccc(C)c(NC(=O)c2cc(-c3ccccc3)nn2-c2ccccc2)c1	1.0	-8.2	i	8.6	0.1	-4.8	26.1	-7.3	3.5
40	COC(=O)[C@]1(Cc2ccccc2)N[C@H](CN(C)C(=O)c2ccc(C(C)(C)C)cc2)[C@@H]2C(=O)N(Cc3ccccc3)C(=O)[C@@H]21	6.5	-1.0	i	2.1	0.0	3.2	36.1	-13.4	-0.7
41	CCOc1ccc(S(=O)(=O)Nc2cccc(C(=O)NCC(c3ccccc3)N(C)C)c2)cc1 (centres undefined)	-1.0	-1.2	i	-10.9	0.3	0.2	2.4	-0.4	-0.5
42	CCOC(=O)N1N=C(CC)CC1(O)C(F)(F)F (centres undefined)	6.4	-2.3	i	-1.5	-0.2	-1.3	-3.0	-7.1	-3.8
43	CC(C)c1ccc(NC(=O)NCc2ccc(F)cc2)cc1	18.6	-6.7	i	0.1	-1.0	-0.8	5.1	1.0	2.5
44	CCN1CCN(C(=O)c2c(-c3c(Cl)cccc3Cl)noc2C)CC1	10.8	-4.1	i	-1.2	0.2	0.0	-7.6	-1.2	-0.1
45	Cc1c(NC(=O)CN2C(=O)c3cccc4cccc2c34)c(=O)n(-c2ccccc2)n1C	9.7	-5.5	i	-12.1	1.0	0.0	-0.5	3.2	-5.2
46	Cc1noc(C)c1CSCC(=O)Nc1cccc(C(F)(F)F)c1	-2.8	-2.4	i	-3.3	-0.1	-1.3	5.4	2.0	-1.9
47	CCCn1c(SCC(=O)C(C)(C)C)nc2ccccc21	-35.7	2.2	i	-12.9	0.8	-6.4	-1.0	-7.0	-1.1
48	Cc1ccc(NS(=O)(=O)c2c(C)[nH]c(C)c2C(=O)N2CCCCC2)cc1Cl	-7.5	4.9	i	4.4	0.5	-0.3	5.5	-3.1	1.1
49	C/C=C/c1ccc(OCCCNC2CCCC2)c(OC)c1	7.9	-0.4	i	-4.1	-0.8	-1.3	-6.2	-1.6	-1.4
50	CC(C)CC(=O)Nc1ccc(Oc2ccc(NC(=O)CC(C)C)cc2)cc1	7.1	-2.3	i	-4.0	-0.9	-1.8	-2.7	4.6	1.5
51	CC1CC(=O)Nc2ccccc2N1C(=O)Nc1ccc(F)cc1F (centres undefined)	10.4	0.1	i	3.6	-0.8	-6.4	-7.7	-4.1	-4.6
52	C=CCNc1nc(Cl)nc(Nc2ccc(OC)cc2OC)n1	-4.8	7.2	i	3.5	0.3	-3.4	-0.7	0.6	-0.7
53	CCOc1ccc(NC(=S)NC(=O)c2cncc(Br)c2)cc1	34.5	5.1	i	9.3	1.1	-1.3	-0.4	-5.0	4.5
54	COc1ccccc1CC1(C)NC(=O)N(CC(=O)N2CC(C)OC(C)C2)C1=O (centres undefined)	5.2	-3.5	i	-12.3	0.4	-2.3	1.3	-6.9	0.3
55	Cc1ccc(OCC(=O)OC2CCS(=O)(=O)C2)cc1 (centres undefined)	8.4	3.9	i	-5.7	1.0	-12.5	-12.0	-1.9	0.1
56	CCN(CC)CCCn1c2c(c(SCC(=O)Nc3nccs3)nc1=O)CCC2	12.1	-0.7	i	-1.4	0.3	-3.4	-5.8	-1.1	-0.3
57	CCC(O)c1cnc(OCc2ccccc2)nc1OCc1ccccc1 (centres undefined)	4.8	-2.2	i	-3.1	0.7	-1.8	15.5	5.7	-3.4

Some of these compounds in order of count of non-hydrogen atoms, high to low.
nr	mol	MLLE-PAM2 inh	CSN inh	Rpn11 inh	E coli Lon inh	MsrA inhibitor	MsrA act	FAS TE block	MT1-MMP act inh	Rin1 Abl inh
51	CC1CC(=O)Nc2ccccc2N1C(=O)Nc1ccc(F)cc1F (centres undefined)	10.4	0.1	i	3.6	-0.8	-6.4	-7.7	-4.1	-4.6
52	C=CCNc1nc(Cl)nc(Nc2ccc(OC)cc2OC)n1	-4.8	7.2	i	3.5	0.3	-3.4	-0.7	0.6	-0.7
55	Cc1ccc(OCC(=O)OC2CCS(=O)(=O)C2)cc1 (centres undefined)	8.4	3.9	i	-5.7	1.0	-12.5	-12.0	-1.9	0.1

Assay outcomes: PubChem BioAssay, several laboratories
